Screening results as filed in PubChem.
APP 5UTR inh – APP translation inhibition; SH-SY5Y APP 5'UTR-luciferase reporter, luminescence; inhibition, % at 2 µM; 190,000 compounds, 0.82% hits;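 active = inhibition above a set limit, derived from the sample mean plus 3 SD, cut at about 45% in these data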; note: values of inactives mirror those of a sister screen read the other way
Hsp70 act – switches on Hsp70 transcription. 200,000 compounds, 0.04% hits. HeLa Hsp70 promoter luciferase reporter, luminescence; scaled: vehicle 0, proteasome-inhibitor control 100%. activation, % at 10 µM;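 active = activation above the mean across all tested compounds plus 3 SD, cutoff set per campaign, cut at about 5.5% in these data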;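 note: 100% = MG132 at 30 µM as the positive control and 0% = DMSO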
APP 5'UTR act – APP 5'UTR luciferase reporter activation. SH-SY5Y APP 5'UTR luciferase reporter, luminescence; zero percent = DMSO vehicle wells. activation, % at 2 µM. 190,000 compounds, 1% hits. AID 1276;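 active = activation above a set limit, based on mean plus 3 SD of controls, cut at about 140% in these data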; note: values of inactives mirror those of a sister screen read the other way
STAT3 inh – reduces IL-6 driven STAT3 reporter signal; U3A cells, IL-6 STAT3-luciferase reporter, luminescence; host cell line lacks STAT1; 190,000 compounds, 0.89% hits; AID 862; inhibition, % at 5.5 µM;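 active = inhibition above the mean inhibition across all screened compounds plus 3 SD, cut at about 44% in these data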;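 note: 0% = DMSO only wells and 100% = 100 µM nifuroxazide control wells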
FLuc inh counter – Photinus pyralis luciferase inhibition counter-screen | P08659 | ATPLite firefly luciferase biochemical luminescence, 10 min | 200,000 compounds, 1.5% hits | inhibition, % at 10 µM;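 active = inhibition above about 50% when tested at 10 µM, limit read from the data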
Target sequence (P08659 whole entry, looked up): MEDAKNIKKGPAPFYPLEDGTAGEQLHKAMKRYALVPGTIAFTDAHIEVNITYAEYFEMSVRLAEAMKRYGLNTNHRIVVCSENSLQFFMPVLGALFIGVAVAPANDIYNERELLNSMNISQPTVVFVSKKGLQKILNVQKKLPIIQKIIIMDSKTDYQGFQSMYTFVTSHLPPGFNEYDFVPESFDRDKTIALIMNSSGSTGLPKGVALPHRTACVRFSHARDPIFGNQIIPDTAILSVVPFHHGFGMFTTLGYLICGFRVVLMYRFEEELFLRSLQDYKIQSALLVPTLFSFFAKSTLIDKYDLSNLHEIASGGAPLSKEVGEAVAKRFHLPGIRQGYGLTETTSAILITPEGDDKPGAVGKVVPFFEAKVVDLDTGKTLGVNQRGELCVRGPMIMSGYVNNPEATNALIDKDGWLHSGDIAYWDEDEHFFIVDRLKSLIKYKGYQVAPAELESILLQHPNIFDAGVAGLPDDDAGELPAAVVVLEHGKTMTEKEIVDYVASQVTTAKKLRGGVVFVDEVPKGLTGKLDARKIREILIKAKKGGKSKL
STAT1 activator – STAT1 signaling activation | NIH 3T3 STAT1-luciferase reporter, IFN-gamma, luminescence; 100% = IFN-gamma alone, no compound | 200,000 compounds, 2.6% hits | activation (% of control), % at 5.5 µM;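 active = activation above the screen-wide mean activation plus 3 SD, cut at about 130% in these data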;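 note: raw ratio to IFN-gamma control signal so 100% means no change and 0% no light; values of inactives mirror those of a sister screen read the other way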
RAM inhibit – yeast RAM network inhibition; 190,000 compounds, 1.8% hits; S. cerevisiae dse1pr::URA3 reporter, 5-FOA growth OD615, 2 d; analog-sensitive cbk1-as2 kinase mutant strain; inhibition, % at 50 µM;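 active = inhibition above a set limit, 3 SD over mean compound inhibition, cut at about 8.4% in these data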;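 note: 0% = DMSO-only wells with no growth and 100% = 10 µM 1-NA-PP1 full growth; inhibition rescues growth on 5-FOA so higher OD means more RAM inhibition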
NF-kB expr up – NF-kB expression increase, human neuronal cells | fold change at 12.5 µM | NF-kB reporter expression; hits give high values | 190,000 compounds, 1.6% hits; in the data active = fold change above about 3.3
STAT1 inh – STAT1 signaling inhibition; NIH 3T3 STAT1-luciferase reporter, IFN-gamma, luminescence; inhibition, % at 5.5 µM; 200,000 compounds, 0.35% hits;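 active = inhibition above a set limit, the mean inhibition across all tested compounds plus 3 SD, cut at about 34% in these data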;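 note: 0% = IFN-gamma with DMSO and 100% = IFN-gamma with 300 µM nifuroxazide; values of inactives mirror those of a sister screen read the other way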
STAT3 act – activators of IL-6 induced STAT3 signaling; AID 871; 190,000 compounds, 0.91% hits; U3A cells, IL-6 STAT3-luciferase reporter, luminescence; 100% = signal with IL-6 EC80 alone; activation (% of control), % at 5.6 µM;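 active = activation above the screen-wide mean of compound activation plus 3 SD, cut at about 130% in these data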;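 note: 0% = background luminescence of wells with medium and substrate only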
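System – human U3A cells carrying STAT3-luciferase construct · Probe or stimulus – Interleukin-6, 33 ng/mL · Schedule – compound 1 h, then IL-6 6 h at 37 °C · Signal – luminescence from STAT3-driven luciferase reporter · Evaluation – percent of IL-6-only median luminescence · Benchmarks – IL-6-only high control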
* hit, by the source's call; . = not tested or not shown. Not a hit list, and some 7.7% of all compounds hit somewhere here.

SMILES	APP 5UTR inh	Hsp70 act	APP 5'UTR act	STAT3 inh	FLuc inh counter	STAT1 activator	RAM inhibit	NF-kB expr up	STAT1 inh	STAT3 act
Cn1c(CNc2nc(-c3ccccc3)cs2)nnc1SCC(=O)OC1CCCCC1	4.7	-0.2	-4.7	5.2	-5.0	101.9	-0.5	1.2	-3.9	99.3
COc1ccc(-c2nn(-c3ccccc3)cc2CNCCN2CCOC2=O)c(F)c1	-32.3	-0.3	32.3	-0.6	-1.5	97.6	3.9	1.14	3.1	102.5
CC(C)CCOc1ccc(C(CC(N)=O)C(=O)O)cc1 (stereo unspecified)	12.4	0.0	-12.4	5.0	-4.4	114.6	-1.5	1.13	-16.0	98.7
Cc1cccc(N2CCN(S(=O)(=O)c3ccc4[nH]c(=O)c(=O)[nH]c4c3)CC2C)c1 (stereo unspecified)	-8.4	-0.5	8.4	-2.7	-6.2	99.2	0.8	1.11	0.8	108.5
O=C(NCc1ccco1)c1cnc2sccn2c1=O	1.4	-0.4	-1.4	13.2	-5.5	95.6	1.3	0.99	4.9	96.0
O=C(N1CCOCC1)N1CCOCC1	-12.9	-0.5	12.9	6.6	0.2	105.6	-0.4	1.33	-6.1	97.5
COc1ccc2[nH]c(C)c(CCNC(=S)Nc3ccccc3C)c2c1	-7.6	-0.1	7.6	15.0	-5.9	98.7	2.3	0.65	1.4	87.0
CCOC(=O)N1CCN(C(=O)NC23CC4CC(CC(C4)C2)C3)CC1	3.9	-0.1	-3.9	-4.7	-2.5	102.8	3.3	1	-3.0	103.8
COc1cc(CNCc2ccccn2)ccc1OCC(=O)NC1CCCCC1	0.6	-0.3	-0.6	-2.1	-2.5	100.7	0.4	1.05	-0.7	106.9
Cc1ccc(NC(=O)C(=O)NCC2CCCO2)cc1 (stereo unspecified)	-41.7	-0.4	41.7	6.9	10.0	136.8*	1.4	2.1	-43.8	98.2
COC(=O)c1cn(NC(=O)Cc2ccc(Cl)cc2)c(=O)c2ccccc12	7.9	-0.2	-7.9	13.0	-2.4	95.7	6.5	1.02	4.9	92.4
Nc1cc2nn(-c3ccccc3)nc2cc1Cl	-198.6	-0.1	198.6*	-13.1	49.1	165.9*	3.5	4.4*	-74.5	122.8
COC(=O)C1=C(C)NC2=C(C(=O)CC(C)(C)C2)C1c1cnn(C)c1C (stereo unspecified)	5.6	-0.3	-5.6	0.3	-6.6	108.3	0.5	1.4	-9.5	102.1
Cn1nnnc1SCc1ccc([N+](=O)[O-])cc1	.	-0.5	.	6.0	-7.7	103.6	1.3	1.2	-4.0	95.2
Cc1ccccc1CSCC(=O)NC1CCCC1	-3.1	0.1	3.1	9.3	-1.6	91.6	-0.8	1.18	9.1	93.6
Cc1ccc([N+](=O)[O-])cc1S(=O)(=O)NCCc1c(C)[nH]c2c(C)cccc12	17.2	-0.7	-17.2	-14.6	-6.0	99.3	8.2	1.04	0.7	110.0
CCOC(=O)CSc1nnc(CNC(=O)c2ccc(OC)c(OC)c2)n1C	-3.1	-0.2	3.1	-2.4	-6.0	105.3	1.2	1.19	-5.8	106.2
Cc1cc(C)c(S(=O)(=O)N2CCOC2CNC(=O)C(=O)NCc2cccnc2)c(C)c1 (stereo unspecified)	-6.1	-0.1	6.1	0.8	-13.4	101.8	-0.7	0.99	-2.0	99.2
O=C1CCCCC(=O)c2ccccc2N1	-5.5	-0.1	5.5	-6.1	-1.2	96.8	0.8	1.17	3.6	105.9
COC(=O)c1[nH]c2cccc(OC)c2c1NC(=O)CN1CCOCC1	-3.4	0.1	3.4	-10.3	0.4	97.2	0.3	0.75	3.0	109.4
O=C(NC1CC2CCC(C1)N2C(=O)NCc1ccccc1)NC12CC3CC(CC(C3)C1)C2 (stereo unspecified)	5.3	0.2	-5.3	10.6	-10.4	88.0	1.6	1.53	13.3	100.6
O=C(CN1CCSc2ccccc21)NCCCc1ccccc1	-33.2	-0.2	33.2	-10.3	-3.4	115.5	1.8	0.57	-18.5	110.8
O=[N+]([O-])c1ccc2[nH]c(O)c(N=NC(=S)NCC3CCCO3)c2c1 (stereo unspecified)	1.9	0.2	-1.9	-4.1	-2.9	100.1	4.7	1.25	-0.7	104.5
CCOC(=O)N1CCN(C(=O)COc2cccc3c2CCN(Cc2ccc(F)cc2)C3=O)CC1	-7.2	-0.5	7.2	-0.5	0.8	83.2	-1.1	1.18	18.4	99.2
OCc1nc2ccccc2n1CC(O)COc1ccccc1 (stereo unspecified)	-5.4	0.1	5.4	4.5	-7.2	99.9	0.3	0.96	0.1	100.8

Record cards (already shown). Screens in order: APP 5UTR inh, Hsp70 act, APP 5'UTR act, STAT3 inh, FLuc inh counter, STAT1 activator, RAM inhibit, NF-kB expr up, STAT1 inh, STAT3 act
`Cc1ccc(NC(=O)C(=O)NCC2CCCO2)cc1` (stereo unspecified) is entered as -41.7, -0.4, 41.7, 6.9, 10.0, 136.8*, 1.4, 2.1, -43.8, 98.2
`CCOC(=O)N1CCN(C(=O)COc2cccc3c2CCN(Cc2ccc(F)cc2)C3=O)CC1` is entered as -7.2, -0.5, 7.2, -0.5, 0.8, 83.2, -1.1, 1.18, 18.4, 99.2

More records.
SMILES	APP 5UTR inh	Hsp70 act	APP 5'UTR act	STAT3 inh	FLuc inh counter	STAT1 activator	RAM inhibit	NF-kB expr up	STAT1 inh	STAT3 act
CCCCn1nc(-c2ccccc2)c2nc3ccccc3nc21	-2.1	-0.1	2.1	8.6	-6.6	104.5	5.1	1.49	-5.0	95.9
CCCc1c(C)[nH]c2ccc(NC(C)=O)cc2c1=O	10.9	0.0	-10.9	2.3	5.8	98.2	0.8	1.2	2.0	102.0
O=C(Cn1cnc2c(cnn2-c2ccc(F)cc2)c1=O)OCc1ccccc1	10.7	0.3	-10.7	6.8	-0.5	107.8	2.3	1.35	-8.5	98.7
Cc1ccc(C)n1-n1cnc2sc3c(c2c1=O)CCC3	0.0	-0.2	0.0	4.1	-5.9	103.7	-0.5	1.05	-4.0	100.1
CCCn1nnc(NC(=O)COc2ccc(CC)cc2)n1	-9.3	-0.3	9.3	1.8	-4.5	104.1	-0.5	1	-4.5	101.2
CC(C)(C)c1ccc(OC(=O)c2cccnc2)cc1	-9.4	-0.2	9.4	14.8	28.7	108.4	-1.9	1.36	-9.1	90.1
COc1ccc(C)cc1NC(=O)C(Sc1nnc(Nc2ccccc2F)s1)c1ccccc1 (stereo unspecified)	-11.5	-0.4	11.5	-1.2	-2.6	100.8	5.7	0.61	-0.9	102.9
C=C(C)C1CC=C(CN2CCC(O)CC2)CC1 (stereo unspecified)	6.4	-0.2	-6.4	3.9	-10.6	102.1	-0.4	0.83	-2.3	101.6
CCCCN(C)C(=O)c1nc2ccccn2c1CNCCCn1nnc2ccccc21	14.0	-0.2	-14.0	6.6	-3.4	92.9	0.5	1.08	6.3	98.0
CCC(C)(C)NC(=O)C(c1ccccc1)N(Cc1cccs1)C(=O)Cn1nnc2ccccc21 (stereo unspecified)	-7.7	0.3	7.7	-11.6	.	97.6	.	.	0.6	112.5
Cc1cc(C)c(NS(=O)(=O)c2ccc(NC(=O)/C=C/C(=O)O)cc2)c(C)c1	-16.0	-0.2	16.0	4.0	-2.8	90.9	2.2	1	10.2	96.0
CC(c1ccc(Cl)cc1)n1c(-c2ccc3ccccc3n2)n[nH]c1=S (stereo unspecified)	-23.3	-0.1	23.3	12.2	-9.5	106.5	2.9	1.02	-7.3	94.0
O=C(CN(c1ccccc1)S(=O)(=O)c1ccccc1)NCCSc1ccccn1	-10.9	-0.2	10.9	-16.4	-0.7	98.4	6.9	0.86	0.1	118.4
O=C(Cc1cccc2ccccc12)Nc1ccc2c(c1)C(=O)NC2=O	-10.4	0.1	10.4	16.3	-4.1	90.9	4.5	1.17	10.0	93.3
CC(C)Cn1c(CN(C)Cc2ccccc2)nc2c1c(=O)n(C)c(=O)n2C	5.0	0.3	-5.0	14.5	-3.4	73.7	0.5	0.79	29.1	95.0
OC(COc1ccccc1)Cn1c2ccccc2c2ccccc21 (stereo unspecified)	-7.6	-0.3	7.6	3.0	-7.8	101.8	8.2	1.02	-2.1	96.8
N#C/C(=C/c1ccco1)c1nc2ccccc2s1	-186.5	0.3	186.5*	6.4	70.2*	164.6*	3.1	8.07*	-72.5	94.5
CCCOC(=O)c1ccc(Cl)c(NC(=O)c2ccc(-c3ccccc3)cc2)c1	-2.3	-0.4	2.3	9.3	-3.9	102.1	3.3	1.21	-2.4	98.6
CCc1cccc2c(C(=O)CSc3nncn3C)c[nH]c12	-9.3	-0.4	9.3	4.6	-2.0	100.0	-0.5	1.05	-1.4	102.8
CCN1CCN(c2ncnc3c2oc2nc(C)c4c(c23)CC(C)(C)OC4)CC1	-4.6	-0.2	4.6	8.4	.	92.3	.	.	8.4	96.6
CN(C)/C=N/C(=S)Nc1ccc(F)cc1	7.5	-0.4	-7.5	-2.0	-9.5	103.5	2.4	1.35	-11.1	101.5
c1ccc(N2CCN(c3nc(-c4ccccn4)nc4ccccc34)CC2)cc1	-17.6	-0.3	17.6	21.0	0.0	101.9	1.0	0.51	-2.1	85.1
COc1ccc(-n2c(Cc3cccn3C)nnc2SCC(=O)Nc2cccc(F)c2)cc1	-4.9	-0.4	4.9	-11.4	-2.9	95.6	5.0	0.84	1.9	108.5
NS(=O)(=O)c1ccc(CCNC(=O)CSc2nc3ccsc3c(=O)n2CCCCC(=O)O)cc1	-6.7	0.0	6.7	7.7	0.2	95.1	1.8	1.02	5.4	100.6
Cc1ccc(Cn2c(=N)n(CC(=O)c3ccccc3)c3ccccc32)cc1	4.9	-0.2	-4.9	11.2	-10.5	84.8	-1.3	1.1	14.4	93.2

Further structures follow.
SMILES	APP 5UTR inh	Hsp70 act	APP 5'UTR act	STAT3 inh	FLuc inh counter	STAT1 activator	RAM inhibit	NF-kB expr up	STAT1 inh	STAT3 act
COc1cc(NC(=O)C/C(C)=N/NC(=O)c2cccs2)c(OC)cc1Cl	-171.4	0.1	171.4*	-17.4	-6.4	138.8*	0.7	1.32	-40.6	117.1
CCOC(=O)c1c(C)[nH]c(C(=O)CSc2ccc(Cl)cc2)c1C	-18.0	-0.1	18.0	-10.2	0.3	122.0	1.4	1.43	-27.4	108.6
N#CC1=C(SCc2ccccc2)NC2=C(C(=O)CCC2)C1c1ccc2c(c1)OCO2 (stereo unspecified)	0.1	-0.3	-0.1	8.5	-2.5	96.9	6.1	0.9	3.4	95.8
COc1cnn(-c2ccc(Br)cc2)c(=O)c1SCc1ccccc1	-34.0	-0.1	34.0	-5.1	2.3	109.5	2.0	1.89	-10.7	104.6
CC(C)(C)OC(=O)N[C@@H](Cc1ccccc1)C(=O)N1CCC(C(=O)O)CC1	-1.0	-0.2	1.0	5.4	-5.0	109.1	1.7	1.02	-10.0	99.0
CC1=CCC2([N+](=O)[O-])CN(CC(=O)O)CC1([N+](=O)[O-])C2 (stereo unspecified)	-35.8	-0.3	35.8	-3.5	0.3	104.8	2.0	1	-4.9	101.5
O=C(CCl)NN1C(=O)NC2(CCCCC2)C1=O	-6.4	-0.2	6.4	12.0	-5.5	102.0	3.2	1	-4.3	96.7
O=C(N/N=C/c1cn(-c2cccs2)nc1-c1ccccc1)c1ccccc1Br	-18.8	-0.1	18.8	19.6	7.9	95.7	2.7	0.61	4.8	82.6
COCCCNC(=O)/C(C#N)=C/c1ccc(OCC(=O)O)c(OC)c1	-26.0	0.0	26.0	-3.3	-3.6	104.4	0.9	1.12	-4.9	102.3
